PAFAH2 FP inh = inhibitors of human PAFAH2. AID 492956. recombinant PAFAH2, FP-rhodamine activity probe, fluorescence polarization. Q99487. inhibition, % at 3.39 µM. actives 0.99% (n = 340,000);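 active = inhibition above the mean over all tested compounds plus 3 SD, cut at about 30% in these data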;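 note: inhibitors block probe labeling of enzyme so polarization drops; 0% = enzyme with DMSO and 100% = wells lacking PAFAH2 protein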
LYPLA1 counter = blocks human lysophospholipase 1, a PME1 counter-screen | recombinant LYPLA1, FP-Rh probe fluorescence polarization | actives 0.16% (n = 320,000) | inhibition, % at 5.9 µM | AID 2174;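 active = inhibition above the mean of all tested compounds plus 3 SD, set per campaign, cut at about 14% in these data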;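 note: inhibitors block serine hydrolase probe labeling of LYPLA1 so polarization falls; 0% = enzyme with DMSO and 100% = wells lacking LYPLA1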
GSTO1 counter = counter-screen for RBBP9 inhibitors: inhibitors of human GSTO1 | recombinant GSTO1, activity-based probe fluorescence polarization | P78417 | actives 1.1% (n = 300,000) | AID 1974 | inhibition, % at 5.96 µM;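 active = inhibition above the campaign mean inhibition plus 3 SD, cut at about 35% in these data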;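 note: 0% = GSTO1-1 with DMSO and 100% = wells lacking GSTO1-1 enzyme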
LYPLA2 counter = counter-screen for PME1 inhibitors: inhibitors of human LYPLA2. O95372. recombinant LYPLA2, FP-Rh probe fluorescence polarization. inhibition, % at 5.9 µM. actives 0.38% (n = 320,000). AID 2177;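 active = inhibition above the screen-wide mean plus 3 SD, limit set per campaign, cut at about 26% in these data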;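 note: 0% = LYPLA2 with DMSO and 100% = wells lacking LYPLA2 enzyme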
PAFAH1B2 FP inh = PAFAH1B2 (human) inhibition; P68402; AID 492953; actives 1.2% (n = 340,000); inhibition, % at 3.39 µM; recombinant PAFAH1B2, FP-rhodamine activity probe, fluorescence polarization;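 active = inhibition above the mean of all tested compounds plus 3 SD, cut at about 24% in these data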;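 note: 0% = enzyme with DMSO and 100% = wells lacking PAFAH1B2; many of its hits are not listed in these tables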
PAD4 FP inh = PAD4 (human) enzyme inhibition; Q9UM07; recombinant PAD4, RCA probe fluorescence polarization; inhibition, % at 6.36 µM; actives 0.41% (n = 330,000);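 active = percent inhibition above a cutoff equal to the mean of all tested compounds plus 3 SD, cut at about 15% in these data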;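 note: 0% = PAD4 with RCA probe and DMSO and 100% = probe without PAD4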
Target sequence (Q9UM07 whole entry, looked up): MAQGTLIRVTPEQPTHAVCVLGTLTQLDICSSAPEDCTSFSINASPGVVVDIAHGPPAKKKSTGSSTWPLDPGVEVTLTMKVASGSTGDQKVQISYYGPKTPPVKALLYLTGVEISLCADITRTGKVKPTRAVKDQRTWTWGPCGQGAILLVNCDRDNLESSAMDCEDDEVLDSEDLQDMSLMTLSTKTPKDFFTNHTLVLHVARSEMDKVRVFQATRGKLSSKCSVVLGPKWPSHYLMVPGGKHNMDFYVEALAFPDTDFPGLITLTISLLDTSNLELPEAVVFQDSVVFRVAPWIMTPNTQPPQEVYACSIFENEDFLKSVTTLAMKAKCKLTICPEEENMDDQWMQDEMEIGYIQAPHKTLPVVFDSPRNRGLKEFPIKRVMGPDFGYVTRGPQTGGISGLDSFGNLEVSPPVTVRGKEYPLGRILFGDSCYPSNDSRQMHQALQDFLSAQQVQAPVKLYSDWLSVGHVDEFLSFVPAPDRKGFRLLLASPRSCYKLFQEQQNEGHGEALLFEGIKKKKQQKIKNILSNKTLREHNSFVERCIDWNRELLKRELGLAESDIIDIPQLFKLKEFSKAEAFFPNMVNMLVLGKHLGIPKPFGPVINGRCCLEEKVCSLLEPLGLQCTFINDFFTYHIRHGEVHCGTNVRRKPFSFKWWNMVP
pPAFAH FP inh = pPAFAH (human) enzyme inhibition | actives 1.5% (n = 330,000) | inhibition, % at 3.39 µM | recombinant pPAFAH, FP-rhodamine probe fluorescence polarization | Q13093;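 active = inhibition above the mean inhibition across the screen plus 3 SD, cut at about 25% in these data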;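 note: inhibitors block binding of the rhodamine activity-based probe so polarization drops; 0% = enzyme with DMSO and 100% = wells lacking pPAFAH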
Target sequence (Q13093 whole entry, looked up): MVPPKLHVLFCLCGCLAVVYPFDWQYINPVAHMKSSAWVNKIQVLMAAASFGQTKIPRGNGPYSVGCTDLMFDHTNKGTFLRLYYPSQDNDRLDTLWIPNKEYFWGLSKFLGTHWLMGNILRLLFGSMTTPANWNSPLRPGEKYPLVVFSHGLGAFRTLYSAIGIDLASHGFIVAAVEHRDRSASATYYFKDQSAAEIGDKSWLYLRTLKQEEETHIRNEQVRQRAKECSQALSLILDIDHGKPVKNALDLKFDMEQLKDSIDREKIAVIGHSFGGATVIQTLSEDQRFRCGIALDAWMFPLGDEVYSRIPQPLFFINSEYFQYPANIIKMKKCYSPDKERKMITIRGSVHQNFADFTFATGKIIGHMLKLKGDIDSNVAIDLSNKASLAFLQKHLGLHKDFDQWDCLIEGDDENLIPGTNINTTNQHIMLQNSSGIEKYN
PREPL inh = inhibitors of human prolyl oligopeptidase-like enzyme PREPL; recombinant PREPL, fluorescence polarization activity-based probe; inhibition, % at 5.96 µM; actives 0.68% (n = 320,000); AID 2751; in the data active = inhibition above about 43%;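 note: 0% = enzyme with DMSO and 100% = wells lacking enzyme; many of its hits are not listed in these tables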
PAFAH1B3 FP inh = blocks human PAF acetylhydrolase 1B catalytic subunit 3 | inhibition, % at 3.39 µM | recombinant PAFAH1B3, FP-rhodamine probe, fluorescence polarization | actives 0.28% (n = 340,000);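 active = inhibition above the screen-wide average of all tested compounds plus 3 SD, cut at about 25% in these data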;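 note: 0% = enzyme with DMSO only and 100% = wells lacking PAFAH1B3 protein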
An asterisk follows results filed as active; . = not tested or not shown.

Start of the data: the first two records, ahead of the listing:
SMILES	PAFAH2 FP inh	LYPLA1 counter	GSTO1 counter	LYPLA2 counter	PAFAH1B2 FP inh	PAD4 FP inh	pPAFAH FP inh	PREPL inh	PAFAH1B3 FP inh
COc1ccccc1Nc1nnc(SCC(=O)c2cc(C)n(CC3CCCO3)c2C)s1 (centres undefined)	5	-3	0	0	3	4	3	19	7
C[C@H](CO)N1C[C@H](C)[C@@H](CN(C)S(=O)(=O)c2ccccc2)Oc2ccc(NC(=O)Nc3ccccc3)cc2C1=O	-9	.	.	.	-3	-5	6	11	9

The list itself (from the top)
SMILES	PAFAH2 FP inh	LYPLA1 counter	GSTO1 counter	LYPLA2 counter	PAFAH1B2 FP inh	PAD4 FP inh	pPAFAH FP inh	PREPL inh	PAFAH1B3 FP inh
COc1ccccc1Nc1nnc(SCC(=O)c2cc(C)n(CC3CCCO3)c2C)s1 (centres undefined)	5	-3	0	0	3	4	3	19	7
C[C@H](CO)N1C[C@H](C)[C@@H](CN(C)S(=O)(=O)c2ccccc2)Oc2ccc(NC(=O)Nc3ccccc3)cc2C1=O	-9	.	.	.	-3	-5	6	11	9
O=C(NC1CCCCCCC1)c1cccc(Cl)c1	1	-4	-7	-5	10	-2	4	-3	10
CCO/C=C1\C(=O)N(CC)c2ccccc21	-2	0	2	5	2	-3	1	-3	11
CC(=O)N1CC[n+]2c(-c3ccc(Cl)cc3)csc21	-2	-3	7	4	-3	22*	-1	8	-3
Cc1cc(NC(=O)c2ccno2)no1	-5	1	7	0	1	0	1	-10	6
CCOc1ncccc1C(=O)Nc1ccc(Cl)c(S(=O)(=O)N2CCCC2)c1	10	5	6	-4	3	-3	2	7	1
CCCCNC(=O)Nc1ccccc1C(=O)NCc1ccco1	5	0	7	2	4	-5	-2	5	2
COc1ccc(N2CCN(C(CNC(=O)C(C)(C)C)c3ccco3)CC2)cc1 (centres undefined)	4	3	5	5	3	3	-4	20	2
Cc1ccc(C(=O)N/C(=C\c2ccco2)C(=O)N2CCSCC2)cc1C	6	0	1	-1	1	0	6	-10	9
CC(=O)c1ccc(NC(=O)/C(C#N)=C/c2ccncc2)cc1	4	-4	2	-6	-1	-3	5	4	1
O=C1CC(C(=O)Nc2ccccc2C(=O)O)C(c2ccccc2)O1 (centres undefined)	-6	1	-1	8	1	4	1	-1	2
O=C(COC(=O)C1COc2ccccc2O1)Nc1ccccc1OC(F)F (centres undefined)	-3	.	.	.	6	-1	7	0	9
CC(C)(C)c1ccc(S(=O)(=O)NCC(=O)N2CCCC2)cc1	3	4	2	4	7	-3	1	-2	9
Cc1cc(C)c(C)c(OCCCn2ccnc2)c1	2	0	-1	4	0	4	-2	0	1
COCCNC(=O)c1cnn2c(C(F)F)cc(-c3ccccc3)nc12	3	-2	0	1	2	3	8	0	-2
O=C1c2cccc3cccc(c23)C(=O)N1CC1CCN(CC(O)COc2ccc3ccccc3c2)CC1 (centres undefined)	-4	3	-7	47*	-3	3	-2	-22	0
Cc1ccc2nc(N/C(=N/S(=O)(=O)c3ccc(F)cc3F)c3ccccc3)sc2c1	12	2	-52	1	3	-3	0	-2	6
O=c1cc(-c2ccncc2)oc2ccccc12	-6	0	-5	-3	-3	-4	1	-24	-4
COc1ccccc1Cn1c(-c2ccco2)nc2nc3ccccc3nc21	5	-7	-2	-4	4	-4	17	-1	8
C=CCN1CCN(C(c2ccccc2OC)c2nnnn2C(C)(C)C)CC1 (centres undefined)	3	0	4	-5	4	-6	-2	21	4
CCc1ccccc1N1CC(C(=O)Nc2nccs2)CC1=O (centres undefined)	3	3	2	0	-2	-4	4	-1	0
CC(C)(C)C(=O)/C=C(N)/C=C/c1ccccc1	0	1	-5	-6	7	-11	5	12	5
CN1CCN(C(=O)c2cc3ccccc3[nH]2)CC1	5	-1	2	-2	3	-4	3	-2	6
COc1ccccc1NC(=O)COC(=O)Cc1c[nH]c2ccccc12	6	-3	2	0	-4	-2	-3	17	2
COc1cc(C2=NOC(C(=O)N3CCCCCC3)C2)cc(OC)c1OC (centres undefined)	-1	0	3	1	2	0	-12	9	4
OCCC1CN(Cc2ccc3cccc(F)c3n2)CCN1Cc1ccccc1 (centres undefined)	3	0	2	0	6	0	4	14	9
CCN(C(=O)CSc1ncnc2c1cnn2-c1ccccc1)C1CCS(=O)(=O)C1 (centres undefined)	2	1	-42	-1	-3	-3	1	7	-1
Cc1cccc(NC(=O)CN(C)S(=O)(=O)c2ccc3c(c2)n(C)c(=O)c(=O)n3C)c1C	4	1	-2	3	5	1	5	-1	5
Nc1ccc2nc(SCC(=O)c3ccccc3)sc2c1	-5	-3	4	3	4	-3	12	16	12
COc1ccc2c(c1)OC[C@H]1[C@H]2N2C(=O)c3cc(C)ccc3NC(=O)[C@@]2(C)[C@H]1c1ccccc1	-9	.	.	.	-1	-4	-1	4	-5
CC(C)(C)NC(=O)C(=O)NN=C1CCCCCCCCCCC1	-2	-1	0	-5	2	-2	0	22	8
COc1ccc(Cc2nc(=S)[nH][nH]2)cc1Br	0	4	-6	4	8	1	7	2	6
Cc1c(C)c2ccc(OC3CCCCC3=O)cc2oc1=O (centres undefined)	4	0	0	6	4	1	3	-13	5
Cc1ccc(Cl)cc1Nc1nc(-c2sc(NC(=O)c3ccccc3)nc2C)cs1	.	-24	-16	-27	.	-6	-2	-4	.
COc1ccccc1CN1[C@@H](CC(=O)O)c2cc(F)ccc2S1(=O)=O	1	2	-5	-3	-3	-2	5	30	7
CC1=C(C(=O)Nc2ccccc2)C(c2ccccn2)n2nc(CCCO)nc2N1 (centres undefined)	-7	2	1	-5	2	3	2	-6	8
Cc1ccc(S(=O)(=O)N(C)CC(=O)Nc2nc3ccccc3s2)cc1	7	0	1	5	5	1	1	-73	-2
COCCNC(=O)c1ccc(CS(=O)(=O)c2ccccc2)o1	1	-3	8	-3	1	-1	0	3	9
Clc1ccccc1N=C1NN=C(c2cccs2)CS1	6	-4	5	7	1	-18	-2	15	7
CC(=O)Nc1ccc2nc(-c3ccccc3)cn2c1	-11	0	-5	3	5	-3	6	-2	4
COc1ccc(C(=O)NC(NC(=O)c2ccc(OC)c(OC)c2)c2ccccc2F)cc1OC	-5	3	-3	-6	2	9	2	1	1
O=C1/C(=C/c2cccc([N+](=O)[O-])c2)CSc2ccc(Cl)cc21	3	-2	-16	2	9	-3	4	4	4
CC(C(=O)Nc1ccc(C(F)(F)F)cc1)N(C)CC(=O)N1CCN(Cc2ccccc2)CC1 (centres undefined)	11	.	.	.	2	2	7	24	0
Cn1c(CNC(=O)CNC(=O)Cc2ccccc2)cc(=O)n(C)c1=O	2	1	3	0	0	1	5	-3	10
CCCC(C(=O)NC(C)(C)C)N(CC1CCCO1)C(=O)c1snc(C(N)=O)c1N (centres undefined)	-3	0	2	-3	-5	-1	-2	-9	-4
O=C(Cc1ccc2c(c1)OCCO2)N1CCN(S(=O)(=O)c2cccc(Cl)c2Cl)CC1	0	1	-2	2	3	-4	2	12	6
Nc1c(Nc2ccccc2)c2ccccc2oc1=O	-1	0	0	8	3	-2	1	34	10
O=C(Nc1ccccc1N1CCCCC1)c1ccc(Cl)cc1	1	1	6	0	8	7	4	-2	0
CCN1CCN(c2ccc(S(=O)(=O)N3CCCCC3)cc2NC(=O)Cc2ccc(Cl)c(Cl)c2)CC1	3	-3	8	-5	4	4	5	15	-2

Carrying on:
SMILES	PAFAH2 FP inh	LYPLA1 counter	GSTO1 counter	LYPLA2 counter	PAFAH1B2 FP inh	PAD4 FP inh	pPAFAH FP inh	PREPL inh	PAFAH1B3 FP inh
CCN(Cc1cc2cc(C)ccc2[nH]c1=O)C(=O)c1cccc(OC)c1	5	2	5	-2	-2	-1	3	10	6
CCOC(=O)c1c(-c2cccs2)csc1N	3	1	-4	5	10	-9	0	-7	2
C#CCOCCOCCOCCNc1nc(N2CCOCC2)nc(N2CCN(C(=O)[C@H](CCCCN)n3cc([C@@H](N)C(C)CC)nn3)CC2)n1 (some centres undefined)	10	0	17	0	1	-5	5	5	7
Cc1cc(C(=O)N/N=C/c2cccn2C)n[nH]1	0	-3	-2	-2	-3	-7	0	-2	0
Cc1cc(NC(=O)CSc2nnc(C)o2)no1	4	-2	6	6	-1	4	2	1	-1
CN(C)c1ccc(-c2cc3ccccc3c(=O)o2)cc1	8	.	.	.	-1	-1	13	27	12
CC1CCCC(C)N1C(=O)COC(=O)c1cc(S(=O)(=O)N2CCOCC2)ccc1Cl (centres undefined)	0	4	-7	3	0	-7	1	10	-1
CCOc1ccc(N(CC(N)=O)S(=O)(=O)c2ccc(F)cc2)cc1	-1	0	1	8	5	-3	1	10	8
Cc1ccc2oc(=O)c3cnn(CC(=O)N4CCCCCC4)c3c2c1	9	-1	6	4	3	0	0	-5	2
CCC(C)(C)NC(=O)CN(Cc1ccccc1Cl)C(=O)CCC(=O)Nc1cc(C)ccn1	2	6	0	15	2	-4	3	4	1
O=C(COC(=O)c1ccc(O)cc1O)NCCN1C(=O)CSC1=O	4	0	5	3	4	2	0	8	5
O=c1[nH]cnc2c1oc1ccccc12	5	-4	3	-3	3	4	-4	23	8
OC(CN1C2=NCCN2c2ccccc21)c1ccc2c(c1)OCO2 (centres undefined)	3	0	8	2	5	-3	4	12	0
Cc1ccccc1C(=O)Nc1ccnn1C1CCN(C(=O)c2cnsn2)CC1	-8	-1	-8	6	5	-5	5	5	4
Cc1ccc(OCC(=O)N(C)CC(=O)Nc2ccc(N3CCOCC3)cc2)cc1	1	2	6	2	3	-2	6	-1	3
Cc1cc([N+](=O)[O-])nn1CCCC(=O)N1CCN(c2ccccc2)CC1	-2	2	4	5	5	5	3	14	1
COc1ccc([N+](=O)[O-])cc1N(CC(=O)Nc1ccccc1C(=O)N1CCCC1)S(C)(=O)=O	-3	1	7	-5	3	0	0	10	4
CC1(C)Oc2ccc(C(=O)Nc3ccccc3F)cc2N(CC(=O)N2CCOCC2)C1=O	5	3	8	2	-4	-3	3	30	1
CC/C(O)=C1\C(=O)CC(C)(C)CC1=NCCc1nc2ccccc2[nH]1	-5	1	8	-6	2	-4	-2	-5	1
CC(=O)Nc1cccc(N(C(=O)C2COc3ccccc3O2)C(C(=O)NC2CCCCC2)c2cn(C)nc2C)c1 (centres undefined)	3	1	4	1	6	-1	4	-3	2
CCCCSc1cc(=O)n(-c2ccccc2)nc1C(=O)OCC	-8	-1	4	-2	5	0	3	14	1
Cc1nnc(SCC(=O)N(CC(C)C)c2c(N)n(Cc3ccccc3)c(=O)[nH]c2=O)n1N	2	-1	-3	-2	5	6	2	3	3
COc1cc(/C=C/C(=O)OCC(=O)Nc2cc(C(F)(F)F)ccc2N2CCOCC2)ccc1O	8	-4	4	-3	4	2	8	10	-4
N=C(N)SCCc1cnc[nH]1	-1	1	2	-1	0	-1	-1	-15	-1
CC1=C([N+](=O)[O-])C(c2cccc(Br)c2)C2=C(N1)c1ccccc1C2=O (centres undefined)	5	-12	-17	7	6	-6	38*	24	3
CCN(C(=O)CSc1nc2cc(S(=O)(=O)N(CC)CC)ccc2n1CC)C1CCS(=O)(=O)C1 (centres undefined)	-2	0	-3	1	-1	-2	3	-4	1
COc1ccc(C2CC(C(F)(F)F)n3ncc(C(=O)NCC4CCCO4)c3N2)cc1OC (centres undefined)	3	2	5	5	3	1	2	2	11
COc1ccccc1NC(=O)/C=C\C(=O)O	-4	-2	1	4	0	-3	0	3	-3
CCOC(=O)N1CCN(C(=O)CC(=O)Nc2ccc3nc4n(c(=O)c3c2)CCCCC4)CC1	-2	1	-4	3	5	-3	4	9	8
CC1(C)CC(=O)C=C(NCc2ccc(Cl)c(Cl)c2)C1	-2	0	0	2	4	1	4	21	1

Screening results: PubChem BioAssay, The Scripps Research Institute Molecular Screening Center

The list is partial; rates above refer to the full screens.
